# High-throughput results deposited in PubChem by several laboratories.
# Pf gamet viab = P. falciparum stage V gametocyte viability inhibition | 150,000 compounds, 0.065% hits | P. falciparum stage V gametocytes, ATP luminescence, 24 h | inhibition, % at 10.9 µM | AID 743093;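 active = inhibition above the mean plus 3 SD of compounds within the control limits, set per campaign, cut at about 38% in these data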;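 also: 0% = DMSO wells and 100% = medium only without gametocytes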
# Avidin fluor = avidin bead compound fluorescence profile | 220,000 compounds, 0.38% hits | Avidin beads, compound fluorescence 488/530 nm, flow cytometry; hits give high values | fluorescence (KMESF) at 10 µM | AID 1775; in the data active = fluorescence above about 47; also: inactives centre near 10
# Cdc42 wt GTP = changes GTP binding to wildtype human Cdc42 | P60953 | GST-Cdc42 beads, Bodipy-GTP binding, flow cytometry; actives lie on both sides | percent activity (GTP binding), % at 10 µM | 190,000 compounds, 0.2% hits;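 active = percent activity GTP binding at least 20 points away from the 100% baseline, either down as inhibitor or up as activator; inconclusive = compound flagged as likely green fluorescent from well-wide comparison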;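 also: median bead fluorescence of bound Bodipy-FL-GTP at 100 nM; 0% = excess unlabeled GTP control and 100% = no compound control; below 100% means less GTP binding so inhibitor and above means activator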
# Target sequence (P60953 whole entry, looked up): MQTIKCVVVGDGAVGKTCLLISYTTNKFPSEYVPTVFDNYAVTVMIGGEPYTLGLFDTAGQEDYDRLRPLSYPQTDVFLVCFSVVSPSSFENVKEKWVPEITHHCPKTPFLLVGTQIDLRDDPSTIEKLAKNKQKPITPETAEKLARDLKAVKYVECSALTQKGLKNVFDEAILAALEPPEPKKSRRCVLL
# Rac1 wt modul = alters GTP binding to wildtype human Rac1; P63000; GST-Rac1 beads, fluorescent GTP binding, flow cytometry; actives lie on both sides; 0 = cold GTP competed, 100 = untreated; GTP binding activity (% of control), % at 10 µM; 190,000 compounds, 0.27% hits;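 active = GTP binding activity at least 20 points away from the 100% control level, either lower or higher; inconclusive = compound flagged as likely green fluorescent, judged across all proteins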
# Mcl1 Bid PPI = Mcl-1/Bid interaction inhibition. Q07820. TR-FRET Mcl-1/Bid-Dy647 peptide binding, 1536-well. inhibition, % at 21.7 µM. 220,000 compounds, 0.97% hits;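 active = compounds that cut the binding signal by more than half at the single screening dose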;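 also: His-tagged Mcl-1 with europium anti-His antibody binding Bid BH3 peptide; 0% = Mcl-1 plus peptide wells and 100% = peptide-only wells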
# Target sequence (Q07820 whole entry, looked up): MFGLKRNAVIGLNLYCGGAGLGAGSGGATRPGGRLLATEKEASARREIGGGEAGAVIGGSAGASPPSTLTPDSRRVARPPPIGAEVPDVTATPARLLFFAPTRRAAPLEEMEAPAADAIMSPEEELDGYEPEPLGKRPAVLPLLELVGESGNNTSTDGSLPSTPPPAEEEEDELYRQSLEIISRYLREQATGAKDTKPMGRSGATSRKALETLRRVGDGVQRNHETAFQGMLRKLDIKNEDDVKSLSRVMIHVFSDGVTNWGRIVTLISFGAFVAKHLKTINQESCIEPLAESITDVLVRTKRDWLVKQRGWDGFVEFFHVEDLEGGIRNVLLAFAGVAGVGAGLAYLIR
# Rab2 wt GTP = changes GTP binding to wildtype dog Rab2A, up or down | GST-Rab2 wt beads, Bodipy-GTP binding, flow cytometry | GTP binding activity, % at 10 µM | 190,000 compounds, 0.19% hits | AID 760;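 active = GTP binding activity at least 20 points away from 100%, either lowered or raised; inconclusive = signal likely due to the compound's own green fluorescence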;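 also: 0% = beads with excess unlabeled GTP and 100% = no-compound control corrected for plate trend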
# Rab7 wt modul = dog Rab7 wildtype GTP binding, inhibitors and activators. 190,000 compounds, 0.055% hits. AID 758. GTP binding activity (percent of control), % at 10 µM. GST-Rab7 beads, fluorescent GTP binding, flow cytometry; actives lie on both sides; untreated = 100%, excess cold GTP = 0%;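 active = fluorescent GTP binding to Rab7 beads changed by at least 20 points from the 100% baseline, either direction, mostly lower; inconclusive = compound itself probably fluorescent, or too few beads counted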;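 also: median green fluorescence of bound Bodipy-FL-GTP per Rab7 bead population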
# Mcl-1 Bim block = inhibitors of Bim-Mcl-1 interaction, human; Q07820; Bead-based flow cytometry, Bim peptide-Mcl-1 binding; inhibition, % at 10 µM; 190,000 compounds, 0.1% hits; AID 1009; in the data active = inhibition above about 40%;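 also: 0% = no compound tracer wells and 100% = peptide blocker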
# HRas wt GTP bind = changes GTP binding to wildtype human HRas. P01112. GST-Ras wt beads, Bodipy-FL-GTP binding, flow cytometry; actives lie on both sides. GTP binding activity, % at 10 µM. 190,000 compounds, 0.14% hits. AID 759;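 active = GTP binding activity at least 20% away from the 100% baseline, either lowered as inhibitor or raised as activator; inconclusive = flagged as likely green fluorescent, judged across all proteins in the well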;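 also: 0% = unlabeled GTP competition control and 100% = no-compound control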
# Target sequence (P01112 whole entry, looked up): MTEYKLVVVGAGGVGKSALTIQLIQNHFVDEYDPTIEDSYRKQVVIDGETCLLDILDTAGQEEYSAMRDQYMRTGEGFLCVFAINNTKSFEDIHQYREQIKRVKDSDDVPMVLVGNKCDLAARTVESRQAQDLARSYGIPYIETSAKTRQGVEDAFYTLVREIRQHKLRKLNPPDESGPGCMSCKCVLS
# Mcl1 Noxa PPI = disrupts binding of human Mcl-1 to Noxa peptide. inhibition, % at 21.7 µM. TR-FRET Mcl-1/Noxa peptide binding, 2 h. 220,000 compounds, 1.5% hits;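 active = compounds that cut the protein-peptide binding signal by more than 50% relative to plate controls in a single-dose test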;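 also: His-tagged Mcl-1 with rhodamine Noxa BH3 peptide and terbium anti-His antibody; 0% = Mcl-1 plus Noxa peptide wells and 100% = peptide-only wells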
# Rac1 mut GTP = human Rac1 activated mutant GTP binding change | P63000 | GST-Rac1 activated beads, fluorescent GTP binding, flow cytometry; actives lie on both sides; 100% means binding = to untreated wells | percent activity (GTP binding), % at 10 µM | 190,000 compounds, 0.11% hits | AID 764;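 active = GTP binding at least 20 percentage points away from the 100% baseline, in either direction, so actives lie on both sides; inconclusive = Compound likely fluorescent itself, or too few beads counted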
# * hit, by the source's call; ? = inconclusive; nt = not tested or not shown; & = joins results of further samples.
no.	SMILES	Pf gamet viab	Avidin fluor	Cdc42 wt GTP	Rac1 wt modul	Mcl1 Bid PPI	Rab2 wt GTP
1	CCOC(=O)c1c[nH]c2c(C)cc(C)cc2c1=O	6	9	100	100	-18	97
2	Cc1cc(C)c(C)c(OCC(=O)O/N=C(\N)c2ccccn2)c1	nt	10	103	108	-6	103
3	CC(=O)Oc1c(S(=O)(=O)c2ccc(C)cc2)c(C)nn1-c1ccccc1	7	7	99	97	-11	96
4	O=C(CCCN1C(=O)CCC1=O)Nc1ccc2c(c1)OCCO2	-8	34	108	103	-11	103
5	O=C(c1cnc2sccn2c1=O)N(Cc1ccccc1)c1ccccn1	nt	6	100	103	-10	104
6	CCOC(=O)C1CCN(c2cc(C)nc3cc(-c4cccc(F)c4)nn23)CC1	6	11	?	?	0	?
7	COc1ccc(C(C[N+](=O)[O-])c2c(-c3ccccc3)cc3ccccn23)cc1OC (configuration not stated)	-14	8	103	102	-31	100
8	O=C(CNC(=O)c1cccs1)OCC(=O)c1ccc([N+](=O)[O-])cc1	0	10	98	101	-19	98
9	Cc1nnn(-c2nonc2N)c1C(=O)NNC(=O)c1ccc(Cl)c(Cl)c1	13	10	95	98	-18	96
10	CC(C)(C)c1csc(NC2=NS(=O)(=O)c3ccccc32)n1	8	11	99	104	7	98
11	CNC(=O)NC(=S)NC(=O)c1ccc(OC)cc1	-7	33	96	98	-84	95
12	CC1(C)CC2CC(C)(CN2Cc2c(O)ccc3ccccc23)C1 (configuration not stated)	-2	11	100	102	-41	98
13	Cc1cc(-c2ccccc2)nc2cc(C(=O)NCCCn3ccnc3)nn12	nt	35	101	105	-8	102
14	CCCCCC1(C)NC(=S)N(c2ccccc2)N1 (configuration not stated)	27	10	98	101	-45	100
15	COc1ccc(CN(C)C(=O)COC(=O)c2ccc3c(c2)OCO3)cc1OC	nt	11	104	111	-38	101

no.	Rab7 wt modul	Mcl-1 Bim block	HRas wt GTP bind	Mcl1 Noxa PPI	Rac1 mut GTP
1	101	0	100	-2	97
2	100	0	103	21	102
3	96	1	97	15	95
4	99	-3	103	3	100
5	101	0	100	9	98
6	?	-6	?	29	?
7	101	-3	101	-7	99
8	97	-9	97	4	95
9	104	-3	96	15	94
10	98	-4	99	18	98
11	93	-2	98	0	98
12	97	3	96	15	97
13	102	-7	101	17	98
14	92	-1	98	7	96
15	102	-2	102	4	98

# Fetched by compound from the list above (3):
no.	SMILES	Pf gamet viab	Avidin fluor	Cdc42 wt GTP	Rac1 wt modul	Mcl1 Bid PPI	Rab2 wt GTP
5	O=C(c1cnc2sccn2c1=O)N(Cc1ccccc1)c1ccccn1	nt	6	100	103	-10	104
6	CCOC(=O)C1CCN(c2cc(C)nc3cc(-c4cccc(F)c4)nn23)CC1	6	11	?	?	0	?
3	CC(=O)Oc1c(S(=O)(=O)c2ccc(C)cc2)c(C)nn1-c1ccccc1	7	7	99	97	-11	96

no.	Rab7 wt modul	Mcl-1 Bim block	HRas wt GTP bind	Mcl1 Noxa PPI	Rac1 mut GTP
5	101	0	100	9	98
6	?	-6	?	29	?
3	96	1	97	15	95

# Values by screen from the entries so far.
# Nos. 2–5 in HRas wt GTP bind read 103, 97, 103, 100

# (list continues)
no.	SMILES	Pf gamet viab	Avidin fluor	Cdc42 wt GTP	Rac1 wt modul	Mcl1 Bid PPI	Rab2 wt GTP
16	O=C(CSc1nc(-c2ccccc2)cc(C(F)(F)F)n1)c1cccc([N+](=O)[O-])c1	-8	5	104	103	-5	101
17	COc1cc(/C=N\Nc2nc3ccccc3[nH]2)cc(OC)c1OC	nt	8	96	97	-71	99
18	N#CCc1nc2c3c4c(sc3ncn2n1)CCCC4	nt	23	94	97	1	95
19	COc1ccc(-c2c(C)n([O-])c3c([n+]2=O)CCCC3)cc1	-45	35	97	97	-8	95
20	Oc1ccc(/C=N/N2CCOCC2)c(O)c1O	22	19	101	99	-33	100
21	O=C(CCC(=O)Nc1ccc(Oc2ccccc2)cc1)NCCO	16	7	103	101	-42	103
22	Cc1ccc(S(=O)(=O)Cc2ccc(C(=O)N3CCN(c4cc(C)ccc4C)CC3)o2)cc1	-30	17	81	80	-5	80
23	COc1cc(C(=O)NCCC(C)C)c([N+](=O)[O-])cc1OC	nt	8	110	106	-42	108
24	CCn1ncc([C@@H]2C[C@H]3CN(Cc4ccccc4C)C(=O)[C@]34CCCN24)c1C	nt	6	101	97	-18	100
25	Cc1cc(C)n(-c2nc3ccccc3c(=O)n2OCc2ccc(Cl)cc2)n1	9	33	94	93	-3	94
26	CCn1nnnc1SCC(=O)Nc1cc(C)on1	nt	2	100	104	-8	99
27	CCOc1ccc(NC(C(=O)Nc2cccc(C(C)=O)c2)c2ccccc2)cc1 (configuration not stated)	-22	5	98	101	-24	99
28	c1ccc(CCCc2nc(-c3ccccn3)no2)cc1	nt	16	102	102	-28	101
29	CCc1ccc(Oc2ncnc(N)c2[N+](=O)[O-])cc1	-1	10	96	98	-13	102
30	COc1ccc(NC(=O)COC(=O)/C=C/c2ccc(OC)c(S(=O)(=O)N3CCOCC3)c2)cc1	0	13	102	106	-10	101

no.	Rab7 wt modul	Mcl-1 Bim block	HRas wt GTP bind	Mcl1 Noxa PPI	Rac1 mut GTP
16	102	3	102	4	98
17	98	0	97	9	96
18	100	0	95	14	95
19	98	-3	98	-2	96
20	102	0	101	35	98
21	95	7	103	-19	100
22	84	-5	87	10	77*
23	100	-1	105	4	102
24	100	-2	98	2	96
25	96	-1	96	11	92
26	95	0	97	4	98
27	99	0	99	5	99
28	98	-2	101	1	100
29	107	1	98	-6	97
30	98	-3	101	5	103

# In the list so far, 2 have an NH in an aromatic ring.
no.	SMILES	Pf gamet viab	Avidin fluor	Cdc42 wt GTP	Rac1 wt modul	Mcl1 Bid PPI	Rab2 wt GTP
1	CCOC(=O)c1c[nH]c2c(C)cc(C)cc2c1=O	6	9	100	100	-18	97
17	COc1cc(/C=N\Nc2nc3ccccc3[nH]2)cc(OC)c1OC	nt	8	96	97	-71	99

no.	Rab7 wt modul	Mcl-1 Bim block	HRas wt GTP bind	Mcl1 Noxa PPI	Rac1 mut GTP
1	101	0	100	-2	97
17	98	0	97	9	96

# Carrying on.
no.	SMILES	Pf gamet viab	Avidin fluor	Cdc42 wt GTP	Rac1 wt modul	Mcl1 Bid PPI	Rab2 wt GTP
31	COc1cc(C2C3=C(CC(c4ccco4)CC3=O)Nc3ccccc3N2C(C)=O)cc(OC)c1OC (configuration not stated)	nt	11	100	98	-60	103
32	CN1C(=O)C2(c3ccccc31)N(C)CC(c1ccccc1)C21SC(=S)N(Cc2ccco2)C1=O (configuration not stated)	nt	28	102	103	0	100
33	COc1cc2nc(NC(=O)c3ccccc3)[nH]c(=O)c2cc1OC	nt	9	99	98	-6	97
34	Cc1cccc(C(=O)NN(C)c2nc(-c3ccccc3)nnc2C(F)(F)F)c1	4	30	99	96	-3	98
35	Cc1cc(C)c2c(-n3cccc3)c(C(=O)NNS(=O)(=O)c3ccc(Cl)cc3)sc2n1	5	19	101	99	-3	100
36	O=C(COC(=O)c1cc(-c2cccs2)nn1-c1ccccc1)Nc1cc([N+](=O)[O-])ccc1Cl	nt	12	97	96	1	94
37	COc1ccc(OCCSc2nnc(C)n2-c2ccccc2)cc1	7	23	100	104	-9	98
38	CC(C)N(CCNS(=O)(=O)c1ccc(Cl)cc1)C(C)C	nt	5	110	109	-24	106
39	O=c1cc(O)nc(SCc2ccccc2)n1-c1ccccc1	13&1	7&11	103&97	100&101	-7&-80	100&99
40	O=C(NCc1ccccc1)C(=O)Nc1nccs1	-12	13	96	97	-7	96
41	Cc1cccc(Nc2nc(N)nc(CN3CCN(c4ccc(F)cc4)CC3)n2)c1	10	8	111	110	-39	111
42	Cc1nn(Cc2ccc(Cl)c(Cl)c2)c(C)c1NC(=O)c1noc2c1CCCCC2	nt	14	103	104	14	101
43	Cc1cccc(C(C)C)c1NC(=O)c1ccc(COc2ccc3c(C)cc(=O)oc3c2)cc1	5	4	101	103	0	102
44	S=C(Nc1ccccc1Cl)N(CCN1CCCCC1)Cc1ccco1	-17	16	100	103	-38	101
45	Cc1cc(NC(=O)CN2CCc3ccccc3C2)nc2c1c(=O)oc1ccccc12	nt	7	94	92	-3	92
46	O=C(Cn1cnc([N+](=O)[O-])c1)NCc1ccc(F)cc1	nt	11	106	105	-34	102
47	Cc1nn(-c2ccccc2)c(Cl)c1/C=N/N1CCN(c2ccccn2)CC1	-17	12	97	101	-21	92

no.	Rab7 wt modul	Mcl-1 Bim block	HRas wt GTP bind	Mcl1 Noxa PPI	Rac1 mut GTP
31	94	0	100	-5	100
32	99	1	98	7	99
33	96	2	97	17	98
34	98	0	99	3	96
35	95	-4	101	-2	98
36	95	-1	94	3	97
37	96	0	99	-8	98
38	105	0	105	7	102
39	96&100	-3&2	99&97	8&-5	98&98
40	96	0	94	0	96
41	102	-1	110	-10	103
42	98	-4	101	-7	100
43	103	-3	104	-28	99
44	101	-5	101	12	102
45	95	-1	92	4	93
46	99	-2	102	27	101
47	101	0	96	8	97
